From PubChem BioAssay
PKM2 act: increases activity of human pyruvate kinase M2; P14618; purified PKM2, Kinase-Glo ATP luminescence, activation; response scale: 0% is enzyme alone, no compound; Potency, µM (doses to about 57.5 µM), for the others: top-dose activation, actives largely listed as activators; 260,000 tested, 0.34% active; also: potency is read from the fitted curve at half-maximal effect; % is scaled to controls: 0 for no effect and ±100 for the full control effect; nearly all actives have a fitted effect of over 55% in size
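hPK-M2, >95% pure; 0.1 mM ADP / 0.5 mM PEP final; imidazole pH7.2 buffer w/ 7 mM MgCl2, 50 mM KCl; 1 h RT; Kinase-Glo lum. Intermediate enzyme activity for dual inhibitor/activator qHTS.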
Rab9 promoter act: Rab9 promoter activation; 320,000 tested, 2.8% active; Potency, µM (doses to about 9.22 µM), without a hit: at the highest dose activation, negative = inhibition, actives largely listed as activators; Huh7 Rab9 promoter-luciferase reporter, luminescence, 24 h; also: potency is read from the fitted curve at half-maximal effect; % of control where 0% means no effect; nearly all actives have a fitted effect of over 60% in size
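Steps: seed 1500 Huh7 Rab9-luc cells per well, rest 2 h at 37 °C; add compound in DMSO; incubate 24 h; add luciferase reagent, 10 min ambient; read luminescence.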
p53 reactivation: restores transcriptional activity of mutant p53; H1299 p53-A138V BP100-luciferase reporter, luminescence, 24 h; Potency, µM (highest dose often 92.2 µM), inactives show top-dose activity change, positive = activation, usual class: activators; 320,000 tested, 0.063% active; AID 504706; also: potency is read from the fitted curve at half-maximal effect; % of control where 0% means no effect; nearly all actives have a fitted effect of over 45% in size
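p53-null H1299 cells stably carrying temperature-sensitive p53-A138V and a BP100-luciferase reporter were pinned with compounds (4-point, 1:5 series) and held 24 hrs at 37 deg C. Luminescence was read 10 min after detection reagent.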
RORg inh: blocks mouse ROR gamma transcriptional activity; P51450; Drosophila S2 Gal4-RORgamma UAS-luciferase reporter, 20 h; Potency, µM (highest dose often 53.6 µM), for inactives: at the top dose activity change, negative = inhibition, hits mostly inhibitors; 310,000 tested, 5.4% active; AID 2551; also: potency is read from the fitted curve at half-maximal effect; % is scaled to controls: 0 for no effect and ±100 for the full control effect; nearly all actives have a fitted effect of over 60% in size
Target sequence (P51450 whole entry, looked up, the tested form may be a part): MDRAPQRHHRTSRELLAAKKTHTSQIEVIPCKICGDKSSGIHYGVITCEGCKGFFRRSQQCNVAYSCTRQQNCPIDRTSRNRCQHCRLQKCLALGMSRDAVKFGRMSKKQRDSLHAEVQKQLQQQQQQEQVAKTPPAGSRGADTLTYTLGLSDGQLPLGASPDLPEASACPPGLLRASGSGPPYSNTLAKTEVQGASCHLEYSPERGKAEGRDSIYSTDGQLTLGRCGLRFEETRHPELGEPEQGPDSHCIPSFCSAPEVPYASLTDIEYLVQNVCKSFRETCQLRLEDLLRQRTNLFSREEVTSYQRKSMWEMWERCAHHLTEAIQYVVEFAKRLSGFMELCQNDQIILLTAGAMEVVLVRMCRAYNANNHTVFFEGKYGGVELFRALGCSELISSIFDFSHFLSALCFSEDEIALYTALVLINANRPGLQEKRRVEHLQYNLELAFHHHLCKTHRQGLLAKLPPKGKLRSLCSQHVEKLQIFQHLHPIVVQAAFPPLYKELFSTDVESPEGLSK
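Compounds are pin-transferred onto Drosophila Schneider cells expressing a copper-inducible Gal4–ROR gamma transactivation domain fusion. After 1 hr, copper sulfate is added to 700 uM final; luciferase is read 20 hr later.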
FLuc counter: inhibits or activates purified firefly luciferase, miR-21 counter-screen. P08659. purified FLuc, Km substrates, luminescence inhibition. Potency, µM (doses to about 57.5 µM), for the others: top-dose activity change, negative = inhibition, actives largely listed as inhibitors. 360,000 tested, 6.9% active. AID 588342;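 also: potency is read from the fitted curve at half-maximal effect; plate controls were vehicle for no effect and reference inhibitor for full effect; nearly all actives have a fitted effect of over 55% in size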
Target sequence (P08659 whole entry, looked up): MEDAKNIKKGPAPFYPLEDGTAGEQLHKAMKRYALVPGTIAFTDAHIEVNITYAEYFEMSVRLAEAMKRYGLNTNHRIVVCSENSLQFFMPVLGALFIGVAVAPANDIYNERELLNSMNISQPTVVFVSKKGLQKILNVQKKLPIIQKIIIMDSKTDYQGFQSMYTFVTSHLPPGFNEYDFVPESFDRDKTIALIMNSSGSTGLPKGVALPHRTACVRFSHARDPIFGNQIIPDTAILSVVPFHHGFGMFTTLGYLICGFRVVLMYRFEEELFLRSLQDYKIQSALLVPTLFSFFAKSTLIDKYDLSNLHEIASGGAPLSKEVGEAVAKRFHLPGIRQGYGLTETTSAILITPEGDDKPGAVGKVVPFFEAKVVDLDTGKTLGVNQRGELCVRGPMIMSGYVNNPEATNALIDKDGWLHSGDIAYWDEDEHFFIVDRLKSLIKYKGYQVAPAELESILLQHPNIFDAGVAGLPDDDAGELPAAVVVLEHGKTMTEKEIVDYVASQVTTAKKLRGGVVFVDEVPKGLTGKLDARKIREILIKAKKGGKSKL
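Purified P. pyralis luciferase (10nM final) with 10uM D-luciferin and 10uM ATP (Km levels) in 50mM Tris acetate pH 7.5, 10mM Mg acetate, 0.01% Tween-20, 0.05% BSA; qHTS 6-point titration, ~60 µM downward; luminescence read.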
ELG1 genotoxic: induces genotoxicity in HEK293T cells with luciferase-tagged ELG1. HEK293T ELG1-luciferase reporter, luminescence, 16 h. Potency, µM (highest dose often 46 µM), for the others: top-dose activity change, positive = activation, usual class: activators. 330,000 tested, 1.3% active. AID 504466; also: potency is read from the fitted curve at half-maximal effect; % of control where 0% means no effect; nearly all actives have a fitted effect of over 60% in size
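Genotoxicity was scored as increased ELG1-luciferase reporter signal, measured by ONE-Glo luminescence (30 min, room temperature). Compound or vehicle exposure of the HEK293T reporter cells lasted 16 hr at 37°C.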
VP16 counter: Gal4-VP16 reporter inhibition counter-screen; Drosophila S2 Gal4-VP16 UAS-luciferase, luminescence, 20 h; Potency, µM (top dose mostly 53.6 µM), for inactives: at the top dose activity, negative = inhibition, actives largely listed as inhibitors; 310,000 tested, 3.5% active;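 also: Gal4-VP16 expression switched on by copper sulfate through the metallothionein promoter; potency is read from the fitted curve at half-maximal effect; % is scaled to controls: 0 for no effect and ±100 for the full control effect; nearly all actives have a fitted effect of over 50% in size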
NPC1 prom act: activators of NPC1 promoter | Huh7 NPC1 promoter luciferase reporter, 24 h | Potency, µM (top dose mostly 9.22 µM), inactives show top-dose activation, most hits filed as activators | 320,000 tested, 2.4% active | AID 485313;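 also: potency is read from the fitted curve at half-maximal effect; % of control where 0% means no effect; nearly all actives have a fitted effect of over 60% in size; reporter is driven by a mutant NPC1 promoter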
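Readout is luciferase luminescence, reflecting NPC1 promoter activation in stably transfected Huh7 cells after 24 h compound exposure at 37 °C in reduced-serum medium with 10% FBS.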
Menin MLL FP TR: inhibitors of human menin-MLL interaction, mutant MLL peptide | 270,000 tested, 0.23% active | AID 1768 | Menin + Texas Red MLL mutant peptide, fluorescence polarization | Potency, µM (titrated, usually from 61.6 µM), without a hit: at the top dose FP activity change, negative = inhibition, most hits filed as inhibitors; active = well fitted inhibition curve with a large enough effect in the polarisation, with a control signal flat, not every such curve was filed as active; inconclusive = small, poorly fitted or top-dose-only effect, or effect the other way, or a change in a side signal; inactive = no such curve, though single readings can be large or run the other way; the % refers to the polarisation; also: potency is read from the fitted curve at half-maximal effect; % of control where 0% means no effect; many of its hits are not listed in these tables
Giardia kill: Giardia lamblia killing. Giardia lamblia trophozoite viability. activity change, % at 7.66 µM, hits read low. 340,000 tested, 0.15% active; in the data active = activity change below about -80%; inconclusive = between about -30% and that limit;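 also: parasites exposed to compound for two days anaerobically before the ATP read; % is scaled to controls: 0 for no effect and ±100 for the full control effect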
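Anaerobic 48 hrs incubation at 37 deg C of 100 trophozoites/well with test compounds; ATPLite 1-Step luminescence, 15-30 min RT, reports cellular ATP as viability.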
BRCA1 expr up: increases BRCA1 expression; MCF7-BRCA1-FFLuc reporter, luminescence, 48 h; response scale: scaled: vehicle 0%, 10 µM genistein 100%; Potency, µM (top dose mostly 46.1 µM), inactives show at the highest dose activation, hits mostly activators; 380,000 tested, 1.1% active; AID 624202; also: potency is read from the fitted curve at half-maximal effect; nearly all actives have a fitted effect of over 80% in size; some results filed as inactive show a strong effect at the top dose
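Activators of BRCA1 expression were detected as increased firefly luciferase luminescence in engineered MCF7 cells after 48 h compound incubation. Signals were scaled to genistein 10 microM as full activation.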
* hit, by the source's call; u = inconclusive; x = not tested or not shown; & = joins results of further samples; [ ] = another dose, or the depositor's remark. Unless noted, calls follow the shape of the dose curve; as a rule, active = well fitted curve in the direction sought with a large enough effect; inconclusive = small, poorly fitted or top-dose-only effect, or another doubt; inactive = no such curve, though single readings can be large; an effect the other way counts as inactive or inconclusive. Not all compounds are listed. The share of hits here may be higher or lower than overall.

No.	canonical_smiles	PKM2 act	Rab9 promoter act	p53 reactivation	RORg inh	FLuc counter	ELG1 genotoxic
1	Cc1ccc(NC(=O)c2cn(-c3cccc(C)n3)cn2)cc1	-11%	3.5µM*	28%	-20%	u	u
2	O=C(c1ccc2c(c1)N(Cc1ccc(F)cc1)C(=O)c1ccccc1S2(=O)=O)N1CCN(c2ccccn2)CC1	-21%	-1%	1%	41%	2%&1%	-13%
3	COc1ccc(N(C(C)C(=O)NN=C2CCCC2)S(C)(=O)=O)cc1 (centres undefined)	3%	4%	-3%	-8%	-1%	0%
4	COc1ccccc1C(=O)Nc1ccnn1C1CCN(Cc2cnn(C)c2)CC1	1%	20%	10%	-2%	1%	1%
5	COc1ccc(NC(=O)CCc2nnc3ccc(NCc4ccco4)nn23)cc1OC	x	-1%	-6%	8%	3%	8%
6	Cc1ccc(S(=O)(=O)Cn2nnnc2CN2CCCC3(CCCCC3)C2)cc1	1%	-4%	-10%	18%	10%	-3%
7	Nc1c(C(=O)NCc2ccc3c(c2)OCO3)nnn1Cc1ccc(Br)cc1	0%	6%	4%	u	2%	3%
8	O=C(N/C(=C\c1cccc(Br)c1)C(=O)N1CCCCC1)c1ccco1	-5%	1%	-2%	10%	0%	-10%

No.	VP16 counter	NPC1 prom act	Menin MLL FP TR	Giardia kill	BRCA1 expr up
1	-13%	2.8µM*	u	3	u
2	-4%	-4%	24%	7	-30%&-37%
3	-5%	2%	-7%	27	2%
4	-12%	-1%	x	2	16%
5	-3%	1%	x	-23	10%
6	u	0%	-15%	6	-40%
7	u	-1%	x	0	-3%
8	0%	0%	-11%	-15	-40%

Additional entries.
No.	canonical_smiles	PKM2 act	Rab9 promoter act	p53 reactivation	RORg inh	FLuc counter	ELG1 genotoxic
9	O=C(O)CC(CNC(=O)C1CCCN1C(=O)OCc1ccccc1)c1ccccc1 (centres undefined)	x	1%	1%	1%	4%	-1%
10	Cn1c(SCC(=O)c2cc(Cl)c(Cl)s2)nnc1-c1ccco1	2%	0%	4%	u	-15%	4%
11	COc1ccc(-n2c(COc3ccccc3)nnc2SCC(N)=O)cc1	2%	-7%	-3%	6%	3%	-5%
12	COc1cc(CNCc2ccccc2C(F)(F)F)cc(OC)c1	-6%	-4%	-3%	27%	1%	-7%
13	CCCCN(CC)c1nc(N)c(C#N)c(CC#N)c1C#N	-11%	-1%	-7%	6%	1%	-2%
14	CC(C)c1ccc(NS(=O)(=O)c2ccc(-n3cccn3)cc2)cc1	x	-3%	16%	1%	-4%	-7%
15	COC(=O)C1=C(C(=O)OC)[C@@H]2N(C)c3ccc(OC)cc3[C@@]23C[C@@H](C(=O)OC)N(S(=O)(=O)c2ccc(OC)cc2)C3=N1	2%[11.5 µM]	-11%	-6%	-1%	-2%	6%
16	CCC(=Nc1ccccc1)C1=C(O)CC(C)(C)CC1=O	0%	-12%	-1%	-29%	1%	1%

No.	VP16 counter	NPC1 prom act	Menin MLL FP TR	Giardia kill	BRCA1 expr up
9	0%	1%	0%	9	2%
10	u	-2%	x	17	17%
11	-3%	0%	-1%	-2	-8%
12	-2%	-3%	5%	-2	-18%
13	-19%	-1%	8%	14	-1%
14	u	-1%	x	42[activator]	0%
15	-1%	-3%	-18%[11.7 µM]	-3	0%
16	1%[10 µM]	-4%	1%	x	x

Remaining list, next part
No.	canonical_smiles	PKM2 act	Rab9 promoter act	p53 reactivation	RORg inh	FLuc counter	ELG1 genotoxic
17	N#CCCn1cc(/C=C/C(=O)O)c(-c2ccc(F)cc2)n1	-5%	1%	1%	-1%	0%	0%
18	CCN1CCN(c2cc(=O)n(-c3cc(Cl)ccc3C)c(=O)[nH]2)CC1	5%	-4%	-4%	12%	-2%	-4%
19	COc1ccc(-c2n(CC(=O)OC3CC(C)CCC3C(C)C)c3ccccc3[n+]2C)cc1 (centres undefined)	-6%	-12%	1%	0%	-8%	-3%
20	CCOC(=O)C1(Cc2ccccc2)CCCN(C(=O)C=C(C)C)C1 (centres undefined)	1%	3.5µM*	10%	-10%	17µM*	u
21	CC(=O)c1c(C)[nH]c(C(=O)NCCC2=CCCCC2)c1C	-1%	u	u	2%	12µM*	9.2µM*
22	Cc1ccc(Cl)cc1N(CC(=O)N1CCOCC1)S(C)(=O)=O	0%	-4%	x	2%	-2%	-1%
23	CC(C)(CO)NS(=O)(=O)c1ccc2c(c1)C(=NO)c1cc(S(=O)(=O)NC(C)(C)CO)ccc1-2	5%	-7%	-2%	0%	-2%	0%
24	CCOc1nc(Nc2ccc(Cl)cc2)nc(OCC)n1	1%	5%	x	u	3%	-1%

No.	VP16 counter	NPC1 prom act	Menin MLL FP TR	Giardia kill	BRCA1 expr up
17	-8%	-4%	-1%	28	21%
18	-8%	-2%	-22%	13	0%
19	-12%	-9%	4%	-14	-74%
20	0%	u	u	-8	u
21	-4%	3.5µM*	-6%	1	18%
22	3%	-11%	4%	38[activator]	1%
23	-4%	-1%	16%	-27	-12%
24	2%	-5%	24%	-11	-25%

(listing goes on)
No.	canonical_smiles	PKM2 act	Rab9 promoter act	p53 reactivation	RORg inh	FLuc counter	ELG1 genotoxic
25	O=C(C1CCCO1)N1CCN(S(=O)(=O)c2ccc(Cl)cc2)CC1 (centres undefined)	11%	-2%	-8%	-3%	1%	3%
26	COC(=O)C(C(=O)Nc1ccc(OC)cc1)C1CCCCCC1 (centres undefined)	-2%	-2%	-7%	25%	7%	-1%
27	Clc1ccc2c(N/N=C/c3ccc(Br)cc3)ccnc2c1	-25%	2%	-29%	6.3µM*	-3%	u
28	CN(c1ccc(OC(=O)c2ccc(-n3cncn3)c([N+](=O)[O-])c2)cc1)S(=O)(=O)c1ccccc1	x	-2%	4%	x	-1%	-2%
29	COc1ccc(CC(=O)NCc2nnc(SCC(=O)Nc3ccccc3)n2C)cc1	-5%	3%	-4%	-17%	u	-2%
30	COc1ccccc1C(=O)NNC(=O)C1CCN(C(=O)OC(C)(C)C)CC1	x	0%	-5%	0%	-1%	0%[9.26 µM]
31	c1ccc(OCc2nn3c(-c4ccncc4)nnc3s2)cc1	-7%	15%	1%	-2%	-7%	-12%
32	COc1ccc(CN(C(=O)Cn2nnc(-c3ccc(C)o3)n2)C(C(=O)NCC2CCCO2)c2ccco2)cc1 (centres undefined)	1%	u	-1%	5µM*	0.19µM*	u

No.	VP16 counter	NPC1 prom act	Menin MLL FP TR	Giardia kill	BRCA1 expr up
25	3%	-1%	x	12	2%
26	-1%	-3%	23%	4	-48%
27	7.1µM*	2%	u	-96*	-50%
28	x	-2%	x	-3	18%
29	-2%	-6%	4%	8	12%
30	0%	1%	-9%	-5	-7%
31	-2%	5%	-13%	6	1%
32	7.1µM*	u	u	-13	-20%

Next section.
No.	canonical_smiles	PKM2 act	Rab9 promoter act	p53 reactivation	RORg inh	FLuc counter	ELG1 genotoxic
33	O=C(O)c1[nH]c2ccc([N+](=O)[O-])cc2c1-c1ccccc1	0%	2%	2%	8%	0%	-1%
34	CCOC(=O)c1nn(-c2ccc(Cl)cc2)cc1O	-4%	u	u	7%	11µM*	u
35	CCc1cc(=O)oc2cc(OC(=O)c3ccco3)ccc12	1%	0%	1%	-6%	-9%	1%
36	O=C(CCC(=O)N1CCOc2ccc(Cl)cc21)NCCN1CCOCC1	u	0%	5%	-23%	1%	2%
37	COc1ccc(NC(=O)CCS(=O)(=O)c2cccc3nonc23)cc1	x	5%	-6%	30%	2%	0%
38	CCCC(=O)N1CCN(c2ccc(NC(=O)c3cccs3)cc2)CC1	-5%	-4%	8%	17%	-7%	4%

No.	VP16 counter	NPC1 prom act	Menin MLL FP TR	Giardia kill	BRCA1 expr up
33	1%	-1%	x	22	2%
34	4%	u	x	-17	u
35	5%	2%	x	-9	1%
36	-2%	-6%	-8%	32[activator]	-3%
37	2%	0%	29%	-13	16%
38	0%[10 µM]	4%	-9%	0	25%

Excerpt, nos. 35–38
No.	canonical_smiles	PKM2 act	Rab9 promoter act	p53 reactivation	RORg inh	FLuc counter	ELG1 genotoxic
35	CCc1cc(=O)oc2cc(OC(=O)c3ccco3)ccc12	1%	0%	1%	-6%	-9%	1%
36	O=C(CCC(=O)N1CCOc2ccc(Cl)cc21)NCCN1CCOCC1	u	0%	5%	-23%	1%	2%
37	COc1ccc(NC(=O)CCS(=O)(=O)c2cccc3nonc23)cc1	x	5%	-6%	30%	2%	0%
38	CCCC(=O)N1CCN(c2ccc(NC(=O)c3cccs3)cc2)CC1	-5%	-4%	8%	17%	-7%	4%

No.	VP16 counter	NPC1 prom act	Menin MLL FP TR	Giardia kill	BRCA1 expr up
35	5%	2%	x	-9	1%
36	-2%	-6%	-8%	32[activator]	-3%
37	2%	0%	29%	-13	16%
38	0%[10 µM]	4%	-9%	0	25%
